Compound activity: PubChem BioAssay, National Center for Advancing Translational Sciences (NCATS)
ERK EGF inh = inhibitors of EGF-stimulated ERK signaling pathway | HEK293-V1b, EGF-stimulated phospho-ERK AlphaScreen | Potency, µM (top dose mostly 11.5 µM), for the others: top-dose activity change, negative = inhibition, usual class: inhibitors | 130,000 compounds, 0.41% hits | AID 1454; active means well fitted inhibition curve with a large enough effect; inconclusive means small, poorly fitted or top-dose-only effect, or effect the other way;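 further: plate controls were stimulated vehicle wells for no effect and unstimulated vehicle basal for full effect; nearly all actives have a fitted effect of over 55% in size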
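Homogeneous cell-based phospho-ERK assay: HEK293/V1b cells in 1% FBS, compound 30 min then EGF 5 min, AlphaScreen luminescence. Activity normalized between DMSO and 25 nM EGF controls; AC50 from Hill modelling.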
Numbers without * were called inactive; ? = inconclusive; [ ] = another dose, or the depositor's remark. Potency means the concentration at half of the fitted maximal effect. Some of the compounds tested; rates above refer to the full screens.

SMILES | ERK EGF inh
CCCCCC(=O)N1CC2(CC(c3cccc(NC(=O)COc4ccc(Cl)cc4)c3)=NO2)C[C@@H]1C(N)=O (some centres not stated) | ?
CCOC(=O)C1(CC2CCCCO2)CCN(C(=O)Nc2ccc(C)c(C)c2)CC1 (configuration not stated) | 0.1%[57.5 µM]
O=C(O)CC(CC(=O)Nc1ccc(Oc2ccccc2)cc1)c1ccccc1 (configuration not stated) | -5.6%[57.5 µM]
CCOC(=O)C1(CC/C(C)=N\NC(N)=O)CC(C)(C)OC1=O (configuration not stated) | -5.6%
Cc1ccc(S(=O)(=O)CCC(=O)OCc2ccccc2)cc1 | -6.0%
CCn1c(=O)[nH]c(=O)c2c(N)c(C(=O)c3ccccc3OC)sc21 | 6.7%
Nc1nnc(SCC(=O)c2ccc([N+](=O)[O-])cc2)s1 | -2.7%
Cc1c2c(n3c(nc4ccccc43)c1C#N)N(CCCN(C)C)CC2 | -7.4%
O=C1Nc2ccc([N+](=O)[O-])cc2OC1CCN1CCOCC1 (configuration not stated) | 0.1%
NC(=O)c1ccc(N2CCCCCC2)c([N+](=O)[O-])c1 | 14.9%
CC(=O)c1cccc(NC(=O)Nc2ccc(C(=O)N3CCOCC3)cc2)c1 | 8.4%
Cn1c(=O)n(Cc2ccccc2)c(=O)c2c1nc1n2CCN1Cc1ccco1 | -1.2%
COCCn1c(=S)[nH]c2ccccc21 | 0.2%
COCCN1C(=O)/C(=C/c2ccc(N3CCCC3)cc2)SC1=S | -6.8%
Cc1cc(NC(=S)N(Cc2ccc(Cl)cc2)Cc2ccc(C(=O)O)cc2)ccc1Cl | -2.7%
CSc1ccccc1NC(=O)CCc1ccccc1 | -1.3%
CCOC(=O)c1c(NC(=O)CN2CCCc3ccccc32)sc(C)c1C | -1.1%
COc1cc(/C=N/Nc2nc(-c3ccc(S(=O)(=O)N(C)C)cc3)cs2)ccc1O | 8.91µM*
Cc1ccccc1NC(=O)CN1C(=O)NC(C)(CCc2ccccc2)C1=O (configuration not stated) | -5.9%
CCN1CCN(C(=O)CSc2nc(N)cc(N)n2)CC1 | 4.2%
CC1CN(C(=O)C2(C)CC2(Br)Br)CC(C)O1 (configuration not stated) | -7.1%
O=C(COc1nncc2ccccc12)Nc1ccc(F)c(F)c1 | 1.1%
CCOc1ccc2oc(C(=O)NC(C)(C)CC)c(C)c2c1 | -1.5%
CCOc1ccc(-c2csc(NNC3=NCCCCC3)n2)cc1 | -4.6%
C/C(=C\c1ccccc1)C(=O)NCCc1ccccc1 | -3.4%
CCOC(=O)c1cc(-c2ccc(F)cc2)n(CC(=O)NC(C)CC)c1C (configuration not stated) | 2.0%
CC/C(=N\NC(=O)CCC(=O)NCc1ccccc1)c1ccc(O)cc1 | 1.5%
COc1ccccc1/C=N/NC(=O)C(=O)NCc1cccnc1 | 6.0%
N#C/C(=C\c1c(F)cccc1Cl)S(=O)(=O)c1ccccn1 | -2.9%[57.5 µM]
Cc1cc(C)nc(NN=C(c2ccccc2)c2ccccc2)n1 | 7.2%
CCOC(=O)C1=C(CS(=O)(=O)c2ccc(C)cc2)NC(=O)NC1c1ccc(O)c(OC)c1 (configuration not stated) | 3.7%[57.5 µM]
Cc1cc2cc(CN3C(=O)c4ccccc4C3=O)ccc2[nH]1 | 5.9%
Cc1cccc(OCC(=O)Nc2ccc3c(c2)nc(CN2CCCCC2)n3C)c1 | 13.5%[57.5 µM]
CN1CCN(C2=NCCO2)CC1 | 10.3%[57.5 µM]
CC(NC(=O)CCc1nnc(-c2ccc(-c3ccccc3)cc2)o1)c1nccs1 (configuration not stated) | -0.9%
CCOC(=O)CCCCC(=O)c1[nH]c(=O)[nH]c1CSc1nnc2c3cc(Br)ccc3n(C)c2n1 | 1.6%
Cc1ccc(CNC(=O)C2CCCN(c3nc4ccsc4c(=O)s3)C2)cc1 (configuration not stated) | -2.3%
ClC(Cl)(c1nnnn1-c1ccccc1)c1nnnn1-c1ccccc1 | 6.7%
O=C(COC(=O)c1cc(-c2ccccc2)nc2ccccc12)NCC1CCCO1 (configuration not stated) | 0.9%
C/C=C(/C)C(=O)Nc1cccc(C2=NOC3(C2)C[C@H](C(N)=O)N(C(=O)COc2ccc(Cl)cc2)C3)c1 (some centres not stated) | 9.4%[57.5 µM]
O=C(NCc1ccc2c(c1)OCO2)c1cc(-c2ccncc2)nc2ccccc12 | -8.5%[57.5 µM]
COCCNC(=S)NC(=O)c1ccc(C(C)(C)C)cc1 | -9.0%
Cc1nn(C(CC(=O)O)C(=O)O)c(C)c1Br (configuration not stated) | 0.0%
Cc1ccc(NC(=O)Nc2nnc(-c3ccncc3)s2)cc1 | -2.0%
CC(=O)c1ccc(OCC(C)Oc2ccc(C#N)cc2)cc1 (configuration not stated) | 7.7%[57.5 µM]
N#CCSc1nc2ccccc2c2nc3ccccc3n12 | 8.1%
COc1cc(OC)c2c(-c3ccccc3)cc(=O)oc2c1C(CCN1CCCC(C)C1)c1ccc2c(c1)OCO2 (configuration not stated) | -13.0%[57.5 µM]
C=C(C)C(=O)Nc1nnc(-c2ccccc2C)s1 | -4.7%

Fetched by structure from the entries so far, 3 records:
SMILES | ERK EGF inh
O=C(COC(=O)c1cc(-c2ccccc2)nc2ccccc12)NCC1CCCO1 (configuration not stated) | 0.9%
N#CCSc1nc2ccccc2c2nc3ccccc3n12 | 8.1%
COCCNC(=S)NC(=O)c1ccc(C(C)(C)C)cc1 | -9.0%

New compounds follow.
SMILES | ERK EGF inh
COc1ccccc1NC(=O)Nc1ccncc1 | -6.8%
Cc1ccc(C2C(C#N)=C(N)Oc3cc(C)oc(=O)c32)o1 (configuration not stated) | 8.1%
O=S(=O)(NCCCN1CCOCC1)c1ccc2ccccc2c1 | -10.4%
CC(C)(C)c1ccc(C(=O)NC(=S)Nc2ccc(N3CCOCC3)cc2)cc1 | -0.3%
c1ccc(-c2cc(-c3nc4ccccc4[nH]3)c3ccccc3n2)cc1 | 9.5%
CC(C)N(CCNCc1nnc(-c2ccccc2)o1)C(C)C | -5.1%
CCCCN1C(=O)c2ccc(C(=O)Nc3ccc(C)c(S(=O)(=O)N(C)C)c3)cc2C1=O | 25.1µM*
O=C(N/N=C/c1cccs1)[C@H]1C[C@@H]1c1ccccc1 | 0.6%
O=C1CCCC2=C1C(c1cccs1)Nc1ccccc1N2 (configuration not stated) | 6.3%
COC(=O)CCC(=O)OC1(C)C(=O)C=C2C=C(C3CC3)N(CCc3ccccn3)C=C2C1=O (configuration not stated) | -15.2%[57.5 µM]
CCOC(=O)C1CCN(C(=O)COc2ccc(S(=O)(=O)NC(C)C)cc2Cl)CC1 | -6.4%
O=C(Nc1ccc2cn[nH]c2c1)c1ccccc1F | 1.5%
CSCCC(NS(=O)(=O)c1ccc2[nH]c(=O)c(=O)[nH]c2c1)C(=O)O (configuration not stated) | -1.2%
O=C1/C(=C/c2ccc3c(c2)OCO3)CCC/C1=C\c1ccc2c(c1)OCO2 | ?
COc1ccc(C(=O)N/C(=C\c2cn(S(=O)(=O)N(C)C)c3ccccc23)C(=O)NC(C)C)cc1 | 24.5%[57.5 µM]
O=C(Nc1cc([N+](=O)[O-])ccc1N1CCOCC1)c1ccco1 | -2.9%
CCOc1ccc(-n2c(-c3ccccc3)nnc2-c2ccccc2)cc1 | 7.1%
COc1ccccc1NC(CC(=O)c1ccccc1)C(=O)OCC(=O)c1ccc(F)cc1 (configuration not stated) | 3.9%
Cc1cc(C)cc(NC(=O)Nc2ccc(N3CCCCC3)cc2)c1 | 3.9%[57.5 µM]
CCN1CCN(C(=O)C2c3cc(OC)c(OC)cc3C(=O)N(C)C2c2ccc(SC)cc2)CC1 (configuration not stated) | 1.1%
Cc1ccccc1NC(=O)C1CCN(C2=NS(=O)(=O)c3ccccc32)CC1 | -16.7%
CCCCN(C)C(=O)c1nc2ccccn2c1CN1CCSCC1 | -1.4%
Cc1ccc(-c2nc3ncccc3o2)cc1NC(=O)c1cccnc1 | -4.1%
CC(C)C(NC(=O)c1ccc(F)cc1)C(=O)Nc1cccnc1 (configuration not stated) | -4.5%
COCCCNC(=S)N/N=C/c1ccccc1O | -4.1%[57.5 µM]
COc1ccc(/C(C)=N\NS(C)(=O)=O)c(OC)c1 | -8.9%
COc1cc(NC(=O)Cn2ncc(Cl)c(Cl)c2=O)c(C)cc1[N+](=O)[O-] | -1.3%
NC1=NN=C(N2N=C(c3ccccc3)CC2(O)C(F)(F)F)n2ncnc2C1 (configuration not stated) | -4.1%
O=C(CCn1nnc2ccccc21)NNC(=O)C1CCCCC1 | 1.9%
Cc1ccc[n+](CC(=O)N2CCCCC2)c1C | 0.8%[57.5 µM]
Cc1cc(Sc2nc(NC(C)C)nc(NC(C)C)n2)nc(Cl)n1 | -0.4%
O=C(OCC(=O)N1CCN(S(=O)(=O)c2ccc(Cl)cc2)CC1)c1ccc([N+](=O)[O-])o1 | 7.5%
O=C(Cc1ccc([N+](=O)[O-])cc1)NCC1CCCO1 (configuration not stated) | -11.1%
Cc1csc(NC(=O)c2ccc(C)c(S(=O)(=O)N3CCOCC3)c2)n1 | 4.7%
O=C(OCc1ccc(COC(=O)c2cccnc2Cl)cc1)c1cccnc1Cl | -1.6%
CCCc1nnc(NC(=O)CCC(=O)N2CCN(c3nc(C)cc(C)n3)CC2)s1 | -0.8%[57.5 µM]
Cc1cccc(NC(=O)c2cc([N+](=O)[O-])ccc2NC2CCCCC2)c1 | 8.2%
COc1ccc(N(C(C)C(=O)N/N=C/c2ccc(OCC(C)C)cc2)S(C)(=O)=O)cc1 (configuration not stated) | -7.0%
CCCCN(CCCC)Cc1ccc(C(=O)NNC(=O)Nc2ccccc2)o1 | -7.5%
Cc1cc(/C=N/n2cnnc2)c(C)n1-c1ccc(Cl)cc1 | -7.7%
O=C(COC(=O)c1cccs1)Nc1cc(S(=O)(=O)N2CCOCC2)ccc1Cl | -0.8%
CC(=O)c1ccc2noc(-c3ccc(C)cc3)c2c1 | 3.9%
O=C(COC(=O)/C=C/c1cccc(F)c1)Nc1ccc(Cl)cn1 | 0.8%
CCN(CC)S(=O)(=O)c1ccc(O)c(NS(=O)(=O)c2ccccc2F)c1 | -10.2%
Clc1ccc(SCc2cn3ccccc3n2)cc1 | -2.2%
CNC(=O)c1c(NC(=O)c2cccc(N3C(=O)CCC3=O)c2)sc2c1CCCC2 | 2.9%[57.5 µM]
CC1(OC(=O)C2CCCC2)C(=O)C=C2C=C(c3ccsc3)N(Cc3ccccc3)C=C2C1=O (configuration not stated) | ?
COc1ccc2cc1Oc1ccc(cc1)C[C@H]1c3cc(c(OC)cc3CCN1C)Oc1c(O)c(OC)cc3c1[C@H](C2)N(C)CC3 | 11.9%[57.5 µM]

Compounds from the list above containing an NH in an aromatic ring (7):
SMILES | ERK EGF inh
CCn1c(=O)[nH]c(=O)c2c(N)c(C(=O)c3ccccc3OC)sc21 | 6.7%
COCCn1c(=S)[nH]c2ccccc21 | 0.2%
Cc1cc2cc(CN3C(=O)c4ccccc4C3=O)ccc2[nH]1 | 5.9%
CCOC(=O)CCCCC(=O)c1[nH]c(=O)[nH]c1CSc1nnc2c3cc(Br)ccc3n(C)c2n1 | 1.6%
c1ccc(-c2cc(-c3nc4ccccc4[nH]3)c3ccccc3n2)cc1 | 9.5%
O=C(Nc1ccc2cn[nH]c2c1)c1ccccc1F | 1.5%
CSCCC(NS(=O)(=O)c1ccc2[nH]c(=O)c(=O)[nH]c2c1)C(=O)O (configuration not stated) | -1.2%

(continued)
SMILES | ERK EGF inh
S=C(NC1CCCCC1)NC1CC2C=CC1C2 (configuration not stated) | -2.6%[57.5 µM]
Cc1c(C(c2cccs2)c2c(C)n(C)n(-c3ccccc3)c2=O)c(=O)n(-c2ccccc2)n1C | 5.5%[57.5 µM]
CC(Oc1ccc(Cl)cc1Cl)C(=O)NC(=S)N1CCc2ccccc21 (configuration not stated) | 7.7%
Cc1nnc(SCc2cccc([N+](=O)[O-])c2)[nH]c1=O | 3.8%
CCc1ccc(NC(=O)C(C)OC(=O)CCC(=O)c2cccs2)cc1 (configuration not stated) | 3.2%
CCCNC(=O)CSc1nccn1Cc1ccc(OC)cc1 | 12.2%
COc1ccc(C(=O)Nc2nc(C)cs2)cc1S(=O)(=O)N1CCCC1 | ?
CCOC(=O)c1sc(Nc2ccc(F)cc2)nc1C | 1.7%
COC(=O)CNC(=O)c1sc2ncn(CC(=O)Nc3ccc(C)c(Cl)c3)c(=O)c2c1C | 1.6%
O=C(N/N=C/c1ccsc1)c1cc(-c2ccncc2)nc2ccccc12 | -7.1%
Cc1cc(-c2ccccc2)nc(-c2ccccc2)c1C | -2.4%
N#CC(C#N)=C(Nc1ccccc1)c1ccccc1 | -2.1%
O=C(CSc1nc2ccccc2o1)c1cc2ccccc2oc1=O | -2.1%
O=S(=O)(c1ccc(NC(=S)Nc2ccc(OC(F)F)cc2)cc1)N1CCOCC1 | 5.4%
COC(=O)c1ccc(Nc2c([N+](=O)[O-])c(=O)oc3ccccc23)cc1 | 3.3%[57.5 µM]
Cc1oc(-c2ccccc2)cc1C(=O)Nc1cccc(/C=C\C(=O)O)c1 | 0.3%[57.5 µM]
COc1ccc(C2/C=C\CN(S(=O)(=O)c3ccc(-c4ccccc4)cc3)CC(=O)N2Cc2ccc(F)cc2)cc1 (configuration not stated) | -8.1%[57.5 µM]
CCOc1cc(C(=O)NC(=S)Nc2cccnc2)cc(OCC)c1OCC | -1.0%
Cn1cc[nH]c1=S | 4.5%
NC(=O)Cc1ccc2sc(-c3ccccc3)nc2c1 | 3.6%
